GPR151 activ: activates the human receptor GPR151 | Q8TDV0 | PathHunter beta-arrestin GPR151 cells, luminescence | activation, % at 11.2 µM | 650,000 compounds, 1% hits; in the data active means activation above about 4.9%;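 further: 0% = median of compound wells and 100% = cells with positive control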
Target sequence (Q8TDV0 whole entry, looked up): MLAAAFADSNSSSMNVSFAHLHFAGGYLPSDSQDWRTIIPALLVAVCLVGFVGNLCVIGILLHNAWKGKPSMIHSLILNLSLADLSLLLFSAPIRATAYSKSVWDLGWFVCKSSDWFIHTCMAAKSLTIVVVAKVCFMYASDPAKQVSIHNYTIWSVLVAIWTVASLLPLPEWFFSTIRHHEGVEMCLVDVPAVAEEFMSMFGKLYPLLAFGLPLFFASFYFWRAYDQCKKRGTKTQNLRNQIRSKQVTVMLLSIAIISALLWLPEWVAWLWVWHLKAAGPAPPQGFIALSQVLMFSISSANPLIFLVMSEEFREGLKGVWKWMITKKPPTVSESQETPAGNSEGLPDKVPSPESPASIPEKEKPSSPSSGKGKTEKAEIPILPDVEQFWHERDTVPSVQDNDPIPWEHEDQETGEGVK
FBW7 activator: human FBW7 E3 ligase activation, primary screen; Q969H0; AlphaScreen FBW7–phospho-cyclin E peptide binding, activator screen; normalized activity (activation), % at 26.1 µM; 650,000 compounds, 0.13% hits; in the data active means normalized activity above about 1.9%;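 further: purified mutant Fbw7 with reduced substrate affinity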
MITF inh: inhibitors of human MITF; O75030; AlphaScreen MITF homodimerization, bead proximity signal; inhibition, % at 2.6 µM; 650,000 compounds, 0.91% hits; in the data active means inhibition above about 50%;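 further: 0% = vehicle wells with protein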
Target sequence (O75030 whole entry, looked up): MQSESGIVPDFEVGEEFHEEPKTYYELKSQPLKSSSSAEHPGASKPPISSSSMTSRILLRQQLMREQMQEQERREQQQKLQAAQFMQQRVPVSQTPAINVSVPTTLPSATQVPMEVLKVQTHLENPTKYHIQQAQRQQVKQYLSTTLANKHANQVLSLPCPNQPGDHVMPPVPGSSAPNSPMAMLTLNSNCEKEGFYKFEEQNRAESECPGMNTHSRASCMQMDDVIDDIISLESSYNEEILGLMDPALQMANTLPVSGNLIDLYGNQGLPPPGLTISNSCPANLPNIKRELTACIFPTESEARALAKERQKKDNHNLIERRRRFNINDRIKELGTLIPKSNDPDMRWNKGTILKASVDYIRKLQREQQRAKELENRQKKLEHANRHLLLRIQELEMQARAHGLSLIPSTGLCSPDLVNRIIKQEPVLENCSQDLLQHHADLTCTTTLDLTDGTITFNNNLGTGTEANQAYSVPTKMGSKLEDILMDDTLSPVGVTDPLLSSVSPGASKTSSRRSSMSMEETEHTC
TEAD-YAP block: TEAD-YAP interaction inhibition; inhibition, % at 9.12 µM; 640,000 compounds, 1.4% hits; AID 1259422; HEK-TIYL cells, TEAD-Gal4/YAP UAS-luciferase luminescence; in the data active means inhibition above about 32%;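 further: 0% = median of test compound wells and 100% = reference inhibitor wells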
Starred values were filed as active, the others as inactive.

nr	mol	GPR151 activ	FBW7 activator	MITF inh	TEAD-YAP block
1	O=c1c2ccccc2nc2cc(-c3ccc(F)cc3)c(-c3ccc(F)cc3)nn12	1.1	0.1	8	0
2	Cc1cccc(N(CC(=O)NCC2CCCO2)C(=O)CCC(=O)Nc2cc(C)on2)c1 (stereo not given)	0.7	-0.2	-1	1
3	CCOC(=O)Cn1c(=O)oc2cc(S(=O)(=O)Nc3cccc(C(=O)OCC)c3)ccc21	2.1	0.0	1	16
4	CC(=O)Nc1cccc(C(=O)N/N=C/c2ccc(C)o2)c1	-0.8	0.0	11	-13
5	CCc1nn(-c2ccccc2)c2nc(-c3ccccc3Cl)c3cc(OC)c(OC)cc3c12	-0.9	0.5	9	5
6	CCc1nnc(SCC(=O)Nc2ccc(N3CCOCC3)cc2)o1	1.1	0.5	10	10
7	Cc1onc(-c2ccccc2)c1C(=O)NC1=NCCS1	0.7	-0.2	8	4
8	Cc1cccc(Cn2c(NCCCO)nc3c2c(=O)[nH]c(=O)n3C)c1	0.3	-0.3	0	-1
9	CCOC(=O)Cc1nnc(NC(=O)CSc2nnc3c(n2)[nH]c2ccccc23)s1	2.0	-0.1	0	-3
10	O=C(NN=C1CCCCCC1)c1ccc2c(c1)OCO2	-0.4	-0.1	6	23
11	O=C(COC(=O)c1cc2ccccc2oc1=O)NC1CCCC1	0.3	-0.1	11	2
12	COc1ccc(S(=O)(=O)Nc2c(C)n(C)n(-c3ccccc3)c2=O)cc1	1.0	0.2	-4	-5
13	Cc1cc(C)n2nc(SCC(=O)NCCN(C)C)nc2n1	2.3	-0.1	-5	-4
14	COc1ccc(OC)c(N(CC(=O)NC2CC2)S(C)(=O)=O)c1	2.3	0.0	-5	-9
15	CS(=O)(=O)N1CCCC1C(=O)N1CC(=O)Nc2ccccc21 (stereo not given)	1.5	-0.1	-13	6
16	Fc1ccc(-c2csc(N3N=C(c4ccccc4)CC3c3ccccc3)n2)cc1 (stereo not given)	0.4	-0.1	6	-2
17	COC(=O)C1=C(C)N(Cc2cccnc2)C(=O)/C1=C\c1ccc(Cl)cc1Cl	0.4	-0.1	12	-10
18	CN(C)/N=C/c1cc([N+](=O)[O-])ccc1N1CCCC1	-1.2	0.0	5	15
19	Cc1nc(-c2ccc(NS(=O)(=O)c3ccc(F)cc3)cc2)cs1	0.6	-0.1	3	5
20	Cc1nnc(SCC(=O)Nc2ccc(N3CCCCC3)cc2)nc1C	1.0	-0.1	-1	12
21	Cc1ccccc1NC(=O)CSCc1nc(N)nc(Nc2ccccc2C)n1	-1.1	0.0	1	-19
22	Cc1ccccc1OCC(=O)OCC(=O)c1c[nH]c2ccccc12	-2.5	-0.1	3	10
23	Cc1sc(NC(=O)c2cc(-c3ccc(Cl)cc3)nc3ccccc23)c(C#N)c1C	0.4	0.0	-11	-8
24	CC(NS(=O)(=O)/C=C/c1ccccc1)C(=O)NNC(=O)C12CC3CC(CC(C3)C1)C2 (stereo not given)	-1.3	0.0	9	4
25	CCOc1ccc(S(=O)(=O)N(C)Cc2ccccc2)cc1	1.6	0.5	11	4
26	O=C(c1ccc(Sc2cccc(Cl)c2)c([N+](=O)[O-])c1)N1CCN(c2ccccc2)CC1	1.4	0.1	8	4
27	Fc1ccc(C2=CC(c3cccc(Br)c3)n3nnnc3N2)cc1 (stereo not given)	-0.3	0.8	17	-19
28	Cc1ccc(COc2cc3oc(=O)cc(-c4ccccc4)c3cc2Cl)cc1	-0.5	0.3	11	12
29	O=C1COc2ccc(C(=O)COC(=O)c3ccc(O)cc3)cc2N1	-1.5	0.7	22	5
30	CCOC(=O)c1cnc2c(C)c(Cl)ccc2c1Nc1ccc2c(c1)OCCO2	1.5	0.1	-3	1
31	Cc1nc(CN(C)C(=O)CCN2Cc3ccccc3OC(c3ccccc3)C2)cs1 (stereo not given)	0.0	-0.1	4	7
32	Fc1ccccc1CNC1CCN(Cc2ccccc2)CC1	-0.5	0.2	51*	0
33	COc1cc(Nc2ncnc3c2nc(N2CCCC2CO)n3C(C)C)cc(OC)c1OC (stereo not given)	2.6	-0.2	-14	-15
34	O=C(CCc1nnc(-c2ccc(-c3ccccc3)cc2)o1)N1CCCO1	2.1	0.0	7	17
35	CC(C)N1CC23C=CC(O2)C(C(=O)NC2(c4ccc(F)cc4)CCCC2)C3C1=O (stereo not given)	0.2	-0.2	-5	1
36	O=C(Cc1ccccc1F)N1CC[C@H]2[C@H](CCCN2C(=O)C2=CCCCC2)C1	-0.3	0.2	1	-6
37	O=C(Nc1ccc2c(c1)OCO2)c1cnc(Nc2ccc(N3CCOCC3)cc2)s1	0.1	0.0	10	-7
38	CC[N+](C)(CC)CCCC(C)NC(=O)c1c(O)c2c([nH]c1=O)CCCC2 (stereo not given)	0.7	-0.1	2	12
39	Cc1ccc(S(=O)(=O)NCCSc2nnnn2C)cc1	0.4	0.0	0	-3
40	CC(=O)NC(CC(=O)NNC(=O)c1ccc(OC(C)C)cc1)c1ccccc1 (stereo not given)	-1.6	-0.1	-4	-5
41	COc1ccc(C(=O)Nc2ccc3oc(-c4ccccc4)nc3c2)cc1OC	0.4	0.0	2	-26
42	O=C(O)COc1ccc(NC(=O)COc2ccc(Cl)cc2)cc1	2.3	-0.1	3	9
43	COc1ccccc1/C=C(\C(=O)O)c1ccc(S(=O)(=O)N2CCCCC2)s1	1.3	0.0	1	5
44	Cc1ccc(SCc2ccc(C(=O)N3CCOCC3)cc2)cc1	-2.7	0.5	5	-21
45	Fc1ccc(NCn2nnc3ccccc32)c(F)c1	3.1	-0.1	-6	-1
46	CC(C)C(C(=O)Nc1ccccc1Br)N1C(=O)c2ccccc2C1=O (stereo not given)	3.0	0.0	12	-5
47	COc1nc(Nc2ccc(N3CCOCC3)cc2)nc(-c2ccc(C(=O)NC3CC3)cc2)n1	-0.6	-0.2	-5	-4
48	COc1ccc(CCNc2n[nH]c(=S)s2)cc1OC	1.5	-0.1	6	-7
49	COc1cc(OC)cc(C(=O)NCc2nnc(SCC(=O)N3CCc4ccccc43)n2-c2cccc(C)c2)c1	-0.4	0.2	9	-10
50	FC(F)(F)Oc1ccc(Nc2nc(N3CCCCC3)nc(N3CCN(c4cccc(Cl)c4)CC3)n2)cc1	-1.4	0.0	-12	1
51	O=C(O)c1c(Cl)c(Cl)c(Cl)c(Cl)c1C(=O)NCC1CCCO1 (stereo not given)	2.2	-0.1	-7	-10
52	COC1CCN(Cc2nc(N3CCCCCC3)c3ccccc3n2)CC1	-0.3	-0.1	-5	-4
53	CCCC(=O)Oc1ccc(N(C(=O)CCC)S(=O)(=O)c2ccc(OC)cc2)cc1	0.1	0.7	-6	-6
54	O=C(CSc1nnnn1-c1ccc(F)c(Cl)c1)c1ccccc1	-1.1	0.0	1	17
55	O=C(N/N=C/c1ccc(F)cc1)C(=O)N/N=C/c1ccc(F)cc1	-0.2	0.0	-3	1
56	CCC(=O)N1c2ccc(C)cc2C2=NNC(=S)NC21O (stereo not given)	-0.1	-0.5	7	-1
57	COc1ccc(CCNC(=O)c2cc(C)on2)cc1OC	-0.2	0.2	1	-6
58	CC(=O)c1cccc(NC(=O)CCC2CCCC2)c1	0.5	0.1	-4	-47
59	FC(F)(F)c1cc(-c2ccc3c(c2)OCO3)nc(NCc2ccco2)n1	-1.0	-0.1	0	-2
60	O=C(CCSc1nnc(-c2ccncc2)o1)Nc1cccc(Cl)c1	-0.4	-0.3	-2	13

(next part)
nr	mol	GPR151 activ	FBW7 activator	MITF inh	TEAD-YAP block
61	O=S(=O)(Cc1cccc(F)c1)NCCc1ccsc1	-0.9	-0.1	-3	3
62	COc1cccc(C(CNC(=O)c2ccco2)N2CCOCC2)c1 (stereo not given)	-0.2	0.0	13	-11
63	COc1ccccc1-n1cnc2cc([N+](=O)[O-])ccc21	-0.5	0.0	-8	-8
64	CCNc1ccc(S(=O)(=O)C(F)(F)F)c([N+](=O)[O-])c1	0.0	-0.2	0	-23
65	CN1Cc2ccccc2CC1C(=O)N1CCC2(CCC(CNC(=O)c3ccccn3)O2)CC1 (stereo not given)	-0.5	-0.2	-11	-4
66	CCOC(=O)CSc1nc2ccc(OC)cc2[nH]1	0.1	-0.1	1	7
67	CC1(C)CC(=O)C(C=Nc2ccc(N)cc2)=C(O)C1	0.3	0.0	20	8
68	CCN(CC)Cc1c(O)ccc2c(=O)c(-c3ccc(Cl)cc3)coc12	1.0	0.2	6	10
69	Cc1nc2nc(SCc3ccccc3Cl)nn2c(C)c1Cc1ccc(Cl)cc1	-0.7	-0.3	-5	-3
70	COc1cc(C(=O)Oc2cc(N)n(S(=O)(=O)c3ccc(F)cc3)n2)cc(OC)c1OC	-1.4	-0.1	4	-2
71	COC(=O)c1cnc(N2CCC(C(N)=O)CC2)c2ccccc12	-0.9	0.3	2	-2
72	Cc1ccccc1NCC(=O)c1ccc([N+](=O)[O-])cc1	-0.5	-0.2	-2	-3
73	CCCCC1CC1C(=O)Nc1ccc(NC(=O)C2CC2CCCC)cc1 (stereo not given)	-0.7	0.0	5	6
74	C=Cc1ccc(CN2C(=O)CCC2c2nc(C)no2)cc1 (stereo not given)	0.2	-0.1	-3	7
75	Cc1ccc(C2(c3ccc(C)cc3)CC2C(=O)Nc2ccc([N+](=O)[O-])cc2O)cc1 (stereo not given)	-0.2	-0.3	6	2
76	COc1ccc(/C=N/OCC(=O)Nc2cc(C)on2)cc1OC	0.6	0.1	6	0
77	O=C(NCCOc1ccccc1)c1cccc(NCc2ccc3c(c2)OCO3)n1	-0.3	0.0	3	-50
78	Cc1ncc2c(Nc3ccccc3)nc3ccccc3n12	-0.3	0.1	14	-6
79	COc1ccc2cc(C#N)c(=O)oc2c1	-1.8	0.0	1	6
80	CCOC(=O)c1sc(NC(=O)c2cc(OC)c(OC)c(OC)c2)c(C(N)=O)c1C	0.1	-0.1	-2	1
81	COc1cc(NC(=O)c2cc3ccccc3cc2NS(=O)(=O)c2ccccc2)c2ncccc2c1	-1.9	0.1	13	3
82	O=C1C2C(C(=O)N1/N=C/c1ccc(Cl)cc1)C1C=CC2C12CC2 (stereo not given)	1.7	0.1	10	1
83	CNS(=O)(=O)c1ccc(NC(=O)C2c3ccccc3Oc3ccccc32)cc1	-0.5	0.4	5	-5
84	CCOCCCn1c(=S)[nH]c2cc(C(=O)N3CCN(C(=O)c4ccco4)CC3)ccc2c1=O	0.0	0.0	-5	-6
85	Cc1ccc(/C=C2/NC(=O)NC2=O)cc1	1.3	0.0	2	-3
86	Cc1cc(C)cc(-n2nnn(C3CC(=O)C4OCC3O4)c2=S)c1 (stereo not given)	0.0	-0.1	6	-1
87	O=C(OCc1ccc(F)cc1)c1cccnc1Cl	1.3	0.1	-12	7
88	COc1ccc(/C(N)=N/OC(=O)CN(C)S(=O)(=O)c2ccccc2)cc1	0.6	0.1	-19	-10
89	CCOC(=O)CCC(=O)Nc1c(C(=O)Nc2ccc(F)c(Cl)c2)oc2ccccc12	2.9	-0.2	-8	-1
90	CC1CCCC(C)N1S(=O)(=O)c1ccc(NC(=O)CN2CCCC2)cc1 (stereo not given)	-1.0	0.1	14	-5
91	O=C(O)c1cc(S(=O)(=O)Nc2ccc(F)c([N+](=O)[O-])c2)ccc1Cl	0.2	0.0	15	3
92	Cc1nc(N2CCN(c3ccc([N+](=O)[O-])cc3)CC2)c2c(C)c(C)sc2n1	0.0	0.1	6	2
93	O=C(NCCc1ccccc1)c1ccc2c(c1)NC(=O)C(CSCc1cccc(Cl)c1)N2 (stereo not given)	0.5	0.1	4	-5
94	O=S(=O)(Cc1ccccc1)c1ccc(Cl)c(Cl)c1	1.8	-0.1	0	3

A second format for 13 compounds above.
Each structure is followed by: GPR151 activ, FBW7 activator, MITF inh, TEAD-YAP block
82) O=C1C2C(C(=O)N1/N=C/c1ccc(Cl)cc1)C1C=CC2C12CC2 (stereo not given)
→ 1.7, 0.1, 10, 1
83) CNS(=O)(=O)c1ccc(NC(=O)C2c3ccccc3Oc3ccccc32)cc1
→ -0.5, 0.4, 5, -5
84) CCOCCCn1c(=S)[nH]c2cc(C(=O)N3CCN(C(=O)c4ccco4)CC3)ccc2c1=O
→ 0.0, 0.0, -5, -6
85) Cc1ccc(/C=C2/NC(=O)NC2=O)cc1
→ 1.3, 0.0, 2, -3
86) Cc1cc(C)cc(-n2nnn(C3CC(=O)C4OCC3O4)c2=S)c1 (stereo not given)
→ 0.0, -0.1, 6, -1
87) O=C(OCc1ccc(F)cc1)c1cccnc1Cl
→ 1.3, 0.1, -12, 7
88) COc1ccc(/C(N)=N/OC(=O)CN(C)S(=O)(=O)c2ccccc2)cc1
→ 0.6, 0.1, -19, -10
89) CCOC(=O)CCC(=O)Nc1c(C(=O)Nc2ccc(F)c(Cl)c2)oc2ccccc12
→ 2.9, -0.2, -8, -1
90) CC1CCCC(C)N1S(=O)(=O)c1ccc(NC(=O)CN2CCCC2)cc1 (stereo not given)
→ -1.0, 0.1, 14, -5
91) O=C(O)c1cc(S(=O)(=O)Nc2ccc(F)c([N+](=O)[O-])c2)ccc1Cl
→ 0.2, 0.0, 15, 3
92) Cc1nc(N2CCN(c3ccc([N+](=O)[O-])cc3)CC2)c2c(C)c(C)sc2n1
→ 0.0, 0.1, 6, 2
93) O=C(NCCc1ccccc1)c1ccc2c(c1)NC(=O)C(CSCc1cccc(Cl)c1)N2 (stereo not given)
→ 0.5, 0.1, 4, -5
94) O=S(=O)(Cc1ccccc1)c1ccc(Cl)c(Cl)c1
→ 1.8, -0.1, 0, 3
